PLC-gamma1 inh – inhibitors of human phospholipase C gamma1. purified PLC-gamma1, fluorogenic substrate, fluorescence. P19174. 370,000 tested, 0.84% active. inhibition, % at 12.2 µM; in the data active = inhibition above about 9.5%
ASAP1 inh – blocks human ASAP1-stimulated Arf1 GTP hydrolysis; AID 624377; 360,000 tested, 0.19% active; GDP FP detection; inhibition, % at 16.5 µM; in the data active = inhibition above about 25%;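 also: 0% = vehicle with enzyme and substrate and 100% = no enzyme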
DDE Tn7 FP inh – DD(E)-Tn7 binding inhibition, primary FP screen. 370,000 tested, 0.13% active. inhibition, % at 8.3 µM. AID 720508. P02675. FP displacement of FITC-Tn7 peptide from fibrin DD(E); 0% = median of compound wells per plate;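 active = inhibition above the mean of compounds falling within the control limits plus 3 SD of them, cut at about 14% in these data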;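 also: 0% = plate median of compound wells and 100% = 10 µM Aha-Tn7 peptide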
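Test system – human fibrin DD(E) · Times – 10 min preincubation, 3 h with tracer, room temperature · Detection – fluorescence polarization of the labelled Tn7 tracer · Measure – percent inhibition normalized to high-control wells · Benchmarks – high control wells with 10 µM unlabelled Aha-Tn7 peptide (full inhibition) · Repeats – singlicate testing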
PLC-beta3 inh – PLC-beta3 (human) inhibition, primary screen. inhibition, % at 12.2 µM. AID 720704. Purified PLC-beta3, fluorogenic substrate, fluorescence. 370,000 tested, 0.18% active; in the data active = inhibition above about 11%;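 also: 0% = median of compound wells on plate and 100% = full blocker control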
ARFGAP1 inh – rat ARFGAP1 inhibition. inhibition, % at 16.5 µM. Arfgap1-stimulated ARF1 GTP hydrolysis, GDP FP detection. 360,000 tested, 0.26% active. Q62848;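 active = inhibition above a per-plate limit, mean inhibition of low control wells plus 3 SD, cut at about 25% in these data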;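 also: 0% = DMSO wells with enzyme and 100% = wells lacking Arfgap1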
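Material – truncated rat Arfgap1 GAP domain · Buffer or medium – HEPES-based buffer, pH 7.5 · Reagent – human ARF1(Δ1-17)-GTP substrate · Dosing – 16.5 µM single point, 1.26% DMSO · Schedule – GTP hydrolysis reaction 2 h at 25 °C · Technique – GDP detection by fluorescence polarization · Benchmarks – No-Arfgap1 wells (100%) versus DMSO full-reaction wells (0%) · Repeats – single replicate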
NR1D1 modulator – modulators of human Rev-erb alpha DNA binding. Rev-erbα–FITC-DNA binding, fluorescence polarization, 90 min. activity, % at 10 µM. 370,000 tested, 0.79% active;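 active = activity above about 14%, limit read from the data; passing the limit was not always enough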;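 also: 0% = DMSO wells with 35 nM protein and 100% = DMSO wells with 750 nM protein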
Target sequence (P20393 whole entry, looked up): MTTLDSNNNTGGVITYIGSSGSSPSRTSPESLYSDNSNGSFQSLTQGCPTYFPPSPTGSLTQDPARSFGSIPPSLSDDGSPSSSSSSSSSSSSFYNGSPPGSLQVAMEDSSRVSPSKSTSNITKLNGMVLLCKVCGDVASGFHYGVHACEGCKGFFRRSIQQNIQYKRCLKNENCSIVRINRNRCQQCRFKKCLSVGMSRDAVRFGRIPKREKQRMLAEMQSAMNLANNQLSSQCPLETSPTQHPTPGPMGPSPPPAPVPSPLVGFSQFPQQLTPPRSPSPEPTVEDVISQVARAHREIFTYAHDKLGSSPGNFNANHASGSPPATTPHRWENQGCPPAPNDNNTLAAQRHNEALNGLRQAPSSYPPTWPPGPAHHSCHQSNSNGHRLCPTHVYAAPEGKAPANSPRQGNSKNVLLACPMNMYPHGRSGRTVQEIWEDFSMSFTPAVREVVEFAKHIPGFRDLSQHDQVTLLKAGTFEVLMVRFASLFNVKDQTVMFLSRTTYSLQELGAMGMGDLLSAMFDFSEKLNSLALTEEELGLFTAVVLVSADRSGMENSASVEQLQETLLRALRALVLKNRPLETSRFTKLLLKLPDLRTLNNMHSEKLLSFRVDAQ
UHRF1 binding – UHRF1 methyl-DNA binding inhibition; Q96T88; UHRF1 binding to methylated oligo, TR-FRET; inhibition, % at 4.4 µM; 370,000 tested, 0.75% active; in the data active = inhibition above about 21%;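 also: UHRF1 SRA domain binding a hemimethylated CpG hairpin DNA probe; 0% = median of test compound wells and 100% = reference inhibitor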
proKLK7 act – proKLK7 (human) activation, primary screen | purified proKLK7, EDANS-DABCYL substrate fluorescence; 100% is mature enzyme control, 0% vehicle | activation, % at 7 µM | 370,000 tested, 0.9% active;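 active = activation above the mean of all tested compounds plus 3 SD, computed per campaign excluding outliers beyond control limits, cut at about 13% in these data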
HGIII-sPLA2 inh – Inhibits HGIII-sPLA2 liposome hydrolysis, primary screen | AID 743126 | 370,000 tested, 0.56% active | Q9NZ20 | inhibition, % at 12.2 µM | QFRET BODIPY PC-A2 liposome hydrolysis, fluorescence;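 active = inhibition above mean plus 3 SD of compounds lying within the high and low control bounds, cut at about 19% in these data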;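 also: 0% = median of test compound wells and 100% = no enzyme DMSO wells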
Target sequence (Q9NZ20 whole entry, looked up): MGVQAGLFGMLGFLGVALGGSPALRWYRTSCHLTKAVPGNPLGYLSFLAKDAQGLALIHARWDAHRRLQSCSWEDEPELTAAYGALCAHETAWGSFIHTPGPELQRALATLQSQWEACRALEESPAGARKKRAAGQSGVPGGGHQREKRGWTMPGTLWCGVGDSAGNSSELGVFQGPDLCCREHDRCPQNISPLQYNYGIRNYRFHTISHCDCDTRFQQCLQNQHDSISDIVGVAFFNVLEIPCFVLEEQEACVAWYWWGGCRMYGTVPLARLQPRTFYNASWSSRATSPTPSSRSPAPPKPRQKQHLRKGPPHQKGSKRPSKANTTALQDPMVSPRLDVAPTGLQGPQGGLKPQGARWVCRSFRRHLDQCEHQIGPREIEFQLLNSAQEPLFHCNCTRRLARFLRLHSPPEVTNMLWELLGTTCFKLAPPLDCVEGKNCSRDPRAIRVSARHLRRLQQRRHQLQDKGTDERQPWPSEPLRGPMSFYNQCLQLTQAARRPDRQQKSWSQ
Tn6 DDE FP – disrupts Tn6 cyclic peptide binding to fibrin D-Dimer-E complex | P02675 | Fibrin DD(E) TRITC-Tn6 fluorescence polarization displacement | inhibition, % at 8.3 µM | 370,000 tested, 0.21% active | AID 720509;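 active = inhibition above a per-campaign cutoff: mean of compounds within control limits plus 3 SD, cut at about 15% in these data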;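 also: 0% = median of all compound wells on the plate and 100% = blocking peptide control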
Starred values were filed as active, the others as inactive.

`COc1ccc(CCn2c(=O)[nH]c3cc(C(=O)N4CCN(c5ccccn5)CC4)ccc3c2=O)cc1OC` gave PLC-gamma1 inh -1, ASAP1 inh 9, DDE Tn7 FP inh -2, PLC-beta3 inh 0, ARFGAP1 inh 2, NR1D1 modulator -3, UHRF1 binding -2, proKLK7 act 0.0, HGIII-sPLA2 inh -1 and Tn6 DDE FP -5.
For COc1ccc(C2(c3ccc(O)cc3O)CC(c3ccccc3Cl)NC(=S)N2)cc1 (stereo not drawn) the results were PLC-gamma1 inh 7, ASAP1 inh 9, DDE Tn7 FP inh -1, PLC-beta3 inh 2, ARFGAP1 inh 3, NR1D1 modulator 2, UHRF1 binding 2, proKLK7 act -0.4, HGIII-sPLA2 inh -16 and Tn6 DDE FP -10.
CCc1cccc(OCC(O)Cn2c(N3CCCCC3)nc3c2c(=O)[nH]c(=O)n3C)c1 (stereo not drawn) was read as PLC-gamma1 inh 4, ASAP1 inh -11, DDE Tn7 FP inh 1, PLC-beta3 inh 4, ARFGAP1 inh -9, NR1D1 modulator 11, UHRF1 binding -1, proKLK7 act -0.4, HGIII-sPLA2 inh 0 and Tn6 DDE FP 5.
Screening COc1ccc(S(=O)(=O)Nc2ccccc2C(=O)NCc2cccnc2)cc1OC returned PLC-gamma1 inh -18, ASAP1 inh 4, DDE Tn7 FP inh 1, PLC-beta3 inh -30, ARFGAP1 inh 10, NR1D1 modulator -3, UHRF1 binding 0, proKLK7 act 0.5, HGIII-sPLA2 inh 0 and Tn6 DDE FP -7.
For O=S(=O)(NCCc1csc(-c2cccnc2)n1)c1cccs1 the results were PLC-gamma1 inh -2, ASAP1 inh 0, DDE Tn7 FP inh 7, PLC-beta3 inh 3, ARFGAP1 inh -13, NR1D1 modulator 24*, UHRF1 binding -2, proKLK7 act -0.3, HGIII-sPLA2 inh 5 and Tn6 DDE FP 1.
O=C(COc1ccc(Cl)cc1)NCCS(=O)(=O)N1CCN(c2ccc(F)cc2)CC1 was read as PLC-gamma1 inh 0, ASAP1 inh -8, DDE Tn7 FP inh 1, PLC-beta3 inh -7, ARFGAP1 inh 9, NR1D1 modulator -6, UHRF1 binding -2, proKLK7 act 0.7, HGIII-sPLA2 inh -6 and Tn6 DDE FP -4.
`CC1CN(C(=O)C(Sc2ccccc2)c2ccccc2)CC(C)O1` (stereo not drawn) gave PLC-gamma1 inh 2, ASAP1 inh 2, DDE Tn7 FP inh 5, PLC-beta3 inh 3, ARFGAP1 inh 1, NR1D1 modulator -3, UHRF1 binding -1, proKLK7 act 0.2, HGIII-sPLA2 inh 6 and Tn6 DDE FP -4.
CC(C)(C)OC(=O)C[C@H]1C/C=C\C[C@H](CC(=O)N(CCO)Cc2ccccc2)C(=O)N[C@H](C(C)(C)C)COC1=O was read as PLC-gamma1 inh 0, ASAP1 inh 2, DDE Tn7 FP inh 2, PLC-beta3 inh 1, ARFGAP1 inh 8, NR1D1 modulator 2, UHRF1 binding -2, proKLK7 act 0.4, HGIII-sPLA2 inh 2 and Tn6 DDE FP 4.
Screening Cc1cc(C[n+]2ccccc2)c2nsnc2c1 returned PLC-gamma1 inh -37, ASAP1 inh 4, DDE Tn7 FP inh 4, PLC-beta3 inh -53, ARFGAP1 inh 3, NR1D1 modulator -4, UHRF1 binding -1, proKLK7 act 0.4, HGIII-sPLA2 inh 4 and Tn6 DDE FP 0.
CCN(CC)CCNC(=O)c1sc2nc(-c3ccccc3)cn2c1C was read as PLC-gamma1 inh -1, ASAP1 inh 5, DDE Tn7 FP inh -12, PLC-beta3 inh 4, ARFGAP1 inh 2, NR1D1 modulator 0, UHRF1 binding 0, proKLK7 act 0.0, HGIII-sPLA2 inh -3 and Tn6 DDE FP -1.
O=C(NCC(=O)N(CC1CCCO1)C1(C(=O)NC2CCCC2)CCCCC1)c1ccccc1 (stereo not drawn) was read as PLC-gamma1 inh 1, ASAP1 inh 1, DDE Tn7 FP inh 3, PLC-beta3 inh 0, ARFGAP1 inh -2, NR1D1 modulator 9, UHRF1 binding -1, proKLK7 act 0.3, HGIII-sPLA2 inh 2 and Tn6 DDE FP 1.
Screening CCN(CC)S(=O)(=O)c1ccc(OC)c(NC(=O)CSc2ccccc2)c1 returned PLC-gamma1 inh 4, ASAP1 inh 4, DDE Tn7 FP inh 0, PLC-beta3 inh -1, ARFGAP1 inh -3, NR1D1 modulator -2, UHRF1 binding 1, proKLK7 act 1.0, HGIII-sPLA2 inh -2 and Tn6 DDE FP -8.
Screening CCc1nnc(NS(=O)(=O)c2ccc(NC(=S)NC(=O)c3ccc(OC)cc3)cc2)s1 returned PLC-gamma1 inh 2, ASAP1 inh -4, DDE Tn7 FP inh 0, PLC-beta3 inh 5, ARFGAP1 inh 0, NR1D1 modulator 1, UHRF1 binding -2, proKLK7 act 0.2, HGIII-sPLA2 inh -9 and Tn6 DDE FP -3.
Screening COc1cccc(/C=C/C(=O)OCC(=O)N2CCCc3ccccc32)c1 returned PLC-gamma1 inh -70, ASAP1 inh 8, DDE Tn7 FP inh 2, PLC-beta3 inh -80, ARFGAP1 inh 17, NR1D1 modulator -6, UHRF1 binding 2, proKLK7 act -2.9, HGIII-sPLA2 inh -1 and Tn6 DDE FP -8.
O=C(Cc1cccc(NC(=O)C2CCCN(C(=O)C3CCCC3)C2)c1)Nc1cccc(C(=O)N2CCCCC2)c1 (stereo not drawn) was read as PLC-gamma1 inh 7, ASAP1 inh 14, DDE Tn7 FP inh 5, PLC-beta3 inh 2, ARFGAP1 inh -5, NR1D1 modulator 7, UHRF1 binding 3, proKLK7 act -0.2, HGIII-sPLA2 inh -3 and Tn6 DDE FP 1.
Screening COC(=O)c1ccc(NC(=O)c2ccccc2CC[N+](=O)[O-])cc1 returned PLC-gamma1 inh 1, ASAP1 inh -10, DDE Tn7 FP inh 4, PLC-beta3 inh 2, ARFGAP1 inh -22, NR1D1 modulator -1, UHRF1 binding 0, proKLK7 act 0.0, HGIII-sPLA2 inh -29 and Tn6 DDE FP -1.
Screening O=C(Nc1ccccc1Cl)c1cccc(NC(=O)C2CCCC2)c1 returned PLC-gamma1 inh 0, ASAP1 inh 6, DDE Tn7 FP inh 2, PLC-beta3 inh -7, ARFGAP1 inh -7, NR1D1 modulator 5, UHRF1 binding 0, proKLK7 act -0.5, HGIII-sPLA2 inh 0 and Tn6 DDE FP 6.
`Cc1ccc(CNC(=O)CCC(=O)c2cccs2)cc1` gave PLC-gamma1 inh 0, ASAP1 inh -6, DDE Tn7 FP inh -7, PLC-beta3 inh 4, ARFGAP1 inh 2, NR1D1 modulator -4, UHRF1 binding 2, proKLK7 act -0.1, HGIII-sPLA2 inh 1 and Tn6 DDE FP 1.
CCCc1ccc(OCCNC(=O)c2ccco2)cc1 was read as PLC-gamma1 inh 5, ASAP1 inh 0, DDE Tn7 FP inh -8, PLC-beta3 inh -4, ARFGAP1 inh 7, NR1D1 modulator -1, UHRF1 binding 1, proKLK7 act 0.6, HGIII-sPLA2 inh -2 and Tn6 DDE FP 8.
`Cc1ccc(C(=O)Nc2sc3c(c2C(=O)O)CCCCC3)o1` gave PLC-gamma1 inh -343, ASAP1 inh 0, DDE Tn7 FP inh -1, PLC-beta3 inh -326, ARFGAP1 inh 20, NR1D1 modulator 1, UHRF1 binding 1, proKLK7 act -0.5, HGIII-sPLA2 inh -1 and Tn6 DDE FP 4.
`CCOC(=O)NCc1ccc(CNC(=O)OCC)cc1` gave PLC-gamma1 inh -1, ASAP1 inh 1, DDE Tn7 FP inh 1, PLC-beta3 inh 3, ARFGAP1 inh -4, NR1D1 modulator -2, UHRF1 binding 2, proKLK7 act -0.7, HGIII-sPLA2 inh -1 and Tn6 DDE FP 2.
`Cc1ccc(C)c(NC(=O)CSc2nc(C)cs2)c1` gave PLC-gamma1 inh 4, ASAP1 inh -12, DDE Tn7 FP inh -3, PLC-beta3 inh -5, ARFGAP1 inh -1, NR1D1 modulator 2, UHRF1 binding -2, proKLK7 act 0.7, HGIII-sPLA2 inh 4 and Tn6 DDE FP 4.
Cc1cc(C)cc(NC(=O)COC(=O)c2cccc(S(=O)(=O)N3CCCCC3)c2)c1 was read as PLC-gamma1 inh 5, ASAP1 inh -1, DDE Tn7 FP inh 1, PLC-beta3 inh 5, ARFGAP1 inh -11, NR1D1 modulator -2, UHRF1 binding -3, proKLK7 act 0.4, HGIII-sPLA2 inh -19 and Tn6 DDE FP -2.
Screening Cc1sc2ncn(CC(=O)NCCCC(=O)N3CCN(c4ncccn4)CC3)c(=O)c2c1C returned PLC-gamma1 inh -5, ASAP1 inh -3, DDE Tn7 FP inh 1, PLC-beta3 inh -2, ARFGAP1 inh -5, NR1D1 modulator -1, UHRF1 binding -2, proKLK7 act 0.8, HGIII-sPLA2 inh 2 and Tn6 DDE FP 2.
For CN(C)C(/C=C/Nc1cccc(Br)c1)=C(C#N)C#N the results were PLC-gamma1 inh -3, ASAP1 inh 2, DDE Tn7 FP inh 0, PLC-beta3 inh 2, ARFGAP1 inh -14, NR1D1 modulator -2, UHRF1 binding 3, proKLK7 act -0.4, HGIII-sPLA2 inh 8 and Tn6 DDE FP 1.
Screening O=S1(=O)NC(CC2=CCCCC2)C2CCCCC2O1 (stereo not drawn) returned PLC-gamma1 inh 2, ASAP1 inh -2, DDE Tn7 FP inh 4, PLC-beta3 inh 1, ARFGAP1 inh -13, NR1D1 modulator 2, UHRF1 binding 8, proKLK7 act 0.1, HGIII-sPLA2 inh -4 and Tn6 DDE FP 6.

By substructure, the compounds so far containing a thiophene ring, fused or not
For O=S(=O)(NCCc1csc(-c2cccnc2)n1)c1cccs1 the results were PLC-gamma1 inh -2, ASAP1 inh 0, DDE Tn7 FP inh 7, PLC-beta3 inh 3, ARFGAP1 inh -13, NR1D1 modulator 24*, UHRF1 binding -2, proKLK7 act -0.3, HGIII-sPLA2 inh 5 and Tn6 DDE FP 1.
`Cc1ccc(CNC(=O)CCC(=O)c2cccs2)cc1` gave PLC-gamma1 inh 0, ASAP1 inh -6, DDE Tn7 FP inh -7, PLC-beta3 inh 4, ARFGAP1 inh 2, NR1D1 modulator -4, UHRF1 binding 2, proKLK7 act -0.1, HGIII-sPLA2 inh 1 and Tn6 DDE FP 1.
`Cc1ccc(C(=O)Nc2sc3c(c2C(=O)O)CCCCC3)o1` gave PLC-gamma1 inh -343, ASAP1 inh 0, DDE Tn7 FP inh -1, PLC-beta3 inh -326, ARFGAP1 inh 20, NR1D1 modulator 1, UHRF1 binding 1, proKLK7 act -0.5, HGIII-sPLA2 inh -1 and Tn6 DDE FP 4.
Screening Cc1sc2ncn(CC(=O)NCCCC(=O)N3CCN(c4ncccn4)CC3)c(=O)c2c1C returned PLC-gamma1 inh -5, ASAP1 inh -3, DDE Tn7 FP inh 1, PLC-beta3 inh -2, ARFGAP1 inh -5, NR1D1 modulator -1, UHRF1 binding -2, proKLK7 act 0.8, HGIII-sPLA2 inh 2 and Tn6 DDE FP 2.
